esBAF inh = blocks esBAF chromatin remodeling in mouse ES cells | AID 602393 | Bmi1-luciferase knock-in reporter, 24 h; 100% = twice the neutral-well signal | reporter increase, % at 12.5 µM | 2% of 350,000 active; in the data active = activation above about 40%; inconclusive = no clear call, values can overlap the other calls;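 note: 0% = median of the plate's neutral control wells and 100% = double that signal; a rise in the Bmi1 reporter signal indicates esBAF inhibition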
LGR2 antag = Drosophila LGR2 receptor signaling inhibition. inhibition, % at 9.99 µM. HEK293 LGR2, CRE-luciferase, bursicon-stimulated, 4 h. 0.35% of 380,000 active;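 active = drop in luminescence signal, shown as inhibition above about 50% in the replicate tests, limit read from the data, passing the limit was not always enough; inconclusive = probably only some replicates passing the limit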;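 note: agonist challenge used bursicon conditioned medium at about half maximal strength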
Casp6 inh = blocks human caspase-6 cleavage activity | P55212 | purified caspase-6, Z-VEID-R110 cleavage fluorescence | inhibition, % at 12.5 µM | 0.53% of 350,000 active | AID 686996;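 active = mean inhibition across replicates at least about 35%, with every replicate also reaching that limit, limit read from the data; inconclusive = only one of the two criteria met; inactive = neither criterion met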;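 note: 0% = median of neutral control wells and 100% = no fluorescence left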
Target sequence (P55212 24-179 limits assumed): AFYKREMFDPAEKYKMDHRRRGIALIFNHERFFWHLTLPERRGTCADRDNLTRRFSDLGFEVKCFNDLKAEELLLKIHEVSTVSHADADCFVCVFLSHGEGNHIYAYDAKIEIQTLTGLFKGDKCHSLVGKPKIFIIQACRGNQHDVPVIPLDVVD
Target sequence (P55212 194-293 limits assumed): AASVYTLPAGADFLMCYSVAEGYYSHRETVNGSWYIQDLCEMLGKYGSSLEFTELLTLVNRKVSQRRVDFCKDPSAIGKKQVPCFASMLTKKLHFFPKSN
SIRT5 inh = blocks human SIRT5 desuccinylation of peptide; Q9NXA8; Purified SirT5, succinyl-peptide AMC, trypsin-coupled fluorescence; inhibition, % at 15 µM; 1.1% of 330,000 active; in the data active = inhibition above about 15%; inconclusive = no clear call, values can overlap the other calls
Target sequence (Q9NXA8 whole entry, looked up): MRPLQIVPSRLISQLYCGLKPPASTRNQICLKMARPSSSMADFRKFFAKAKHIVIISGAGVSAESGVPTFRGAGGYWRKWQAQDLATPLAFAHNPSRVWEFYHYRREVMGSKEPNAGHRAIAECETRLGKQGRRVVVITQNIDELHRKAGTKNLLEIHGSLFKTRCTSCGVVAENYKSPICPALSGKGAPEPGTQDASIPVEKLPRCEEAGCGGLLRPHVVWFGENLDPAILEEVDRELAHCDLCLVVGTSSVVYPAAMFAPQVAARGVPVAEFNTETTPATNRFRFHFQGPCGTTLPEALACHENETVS
C2C12 statin = suppression of simvastatin myotoxicity | rescue of ATP level, % at 7.49 µM | AID 602340 | 0.78% of 330,000 active | C2C12 myotubes + simvastatin, ATP luminescence, 48 h; scaled: DMSO 0, geranylgeraniol control 100;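 active = mean ATP rescue above about 67%, or every replicate alone reaching that limit, limit read from the data, passing the limit was not always enough; inconclusive = no clear call, values can overlap the other calls; inactive = mean under the limit and some replicate under it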;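 note: myotubes were challenged with 10 µM simvastatin during compound exposure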
FN deposit inh = fibronectin deposition inhibition. AH1F fibroblasts, Alexa488-fibronectin deposition fluorescence, overnight. inhibition, % at 12.6 µM. 0.086% of 350,000 active. AID 743247;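 active = mean inhibition across replicates of 30% or more, regardless of how many single replicates reach that level; inconclusive = mean under 30% yet at least half of replicates reach 30%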;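 note: positive control wells lacked labelled fibronectin entirely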
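Test system: AH1F fibroblast monolayer depositing Alexa488-labelled fibronectin into matrix. Input: 10000 cells per well. Technique: fluorescence, ex 485 nm, em 525 nm. Buffer or medium: DMEM plus 2% serum, read in PBS. Timing: 1 h cell adhesion before compound, then overnight fibronectin incubation. Compound: single dose, pinned. Read-out basis: inhibition from reduced deposited-fibronectin fluorescence.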
S100A4 MyoIIA = inhibitors of human S100A4 binding to myosin IIA peptide; S100A4/TAMRA-MyoIIA peptide fluorescence polarization; inhibition, % at 10.7 µM; 0.14% of 360,000 active; AID 652163;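 active = mean inhibition of at least 70% across replicates, with every replicate also reaching that level; inconclusive = mean inhibition reaches 70% but some replicates fall short; inactive = mean inhibition below 70%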
Target sequence (P26447 whole entry, looked up): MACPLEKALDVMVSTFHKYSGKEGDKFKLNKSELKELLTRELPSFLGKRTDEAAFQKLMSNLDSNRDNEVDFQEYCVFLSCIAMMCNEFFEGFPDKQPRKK
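assay system = human S100A4 monomer with TAMRA-labelled myosin IIA peptide | also added = labelled myosin peptide probe, 5 nM | incubation = 5 min between mix addition and reading | control set = DMSO and TFP controls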
Numbers without * were called inactive; ? = inconclusive; / = not tested or not shown; & = joins results of further samples. The list is partial. The share of hits here may be higher or lower than overall.

Each structure is followed by: LGR2 antag	esBAF inh	SIRT5 inh	S100A4 MyoIIA	C2C12 statin	Casp6 inh	FN deposit inh
CCC(=O)N(C)C[C@@H]1Oc2ncc(-c3ccc(C)cc3)cc2C(=O)N([C@H](C)CO)C[C@H]1C
→ -6	-7	2	9	-6	-2	-4
COC(=O)C(CCSC)NC(=O)CNS(=O)(=O)c1ccc(Cl)cc1 (configuration not stated)
→ /	3	/	/	-2	/	-6
O=C(O)CC(Cc1ccc(Cl)cc1)C(=O)NCC12CC3CC(CC(C3)C1)C2 (configuration not stated)
→ 9	0	-1	-2	0	2	-3
Cc1ccsc1C(C(=O)NCc1ccccc1)N(C(=O)c1csnn1)c1ccccc1 (configuration not stated)
→ 3	3	-3	3	5	-1	-3
C[C@H](CO)N1C[C@H](C)[C@@H](CN(C)C(=O)Nc2ccc(C(F)(F)F)cc2)Oc2ccc(NS(=O)(=O)c3cccs3)cc2C1=O
→ 7&0	0&-6	11&-1	-3&-16	12&-2	-1&-2	-6&4
O=C(Cn1nnc(-c2ccc(F)cc2)n1)OCC(=O)c1ccccc1
→ -12	/	-4	5	/	1	-16
C[C@H]1CN([C@@H](C)CO)C(=O)c2cccc(NS(=O)(=O)c3ccc(F)cc3)c2O[C@H]1CN(C)CC1CCCCC1
→ 4	5	2	-27	-7	1	/
C[C@@H]1CN([C@@H](C)CO)C(=O)c2cc(NS(C)(=O)=O)ccc2O[C@@H](C)CCCCO[C@H]1CN(C)Cc1ccc2c(c1)OCO2
→ 5&8	-4&-15	-3&2	4&11	-10&-52	0&0	3
COc1ccc(S(=O)(=O)Nc2ccc3c(c2)CC(=O)N([C@@H](C)CO)C[C@@H](C)[C@H](CN(C)C(=O)Nc2cccc4ccccc24)O3)cc1
→ -8	/	-1	8	/	-1	-16
COc1ccc(S(=O)(=O)N(C)C[C@@H]2Oc3ccc(NC(=O)NC4CCCCC4)cc3C(=O)N([C@H](C)CO)C[C@H]2C)cc1
→ 8	-1	0	-5	11	0	8
COc1ccccc1NS(=O)(=O)c1cc(NC(=O)C(C)(C)C)ccc1N1CCOCC1
→ 1	0	5	4	-10	0	0
CC(C)(C)c1ccc(-c2nnc(NC(=O)c3ccccc3)s2)cc1
→ -24	49*	/	/	-27	/	/
CCN(C[C@@H]1[C@H](c2ccccc2)[C@H](CO)N1C(=O)COC)S(C)(=O)=O
→ 0	-9	-2	2	-1	0	-2
O=C(N=C1N=C2C=CC=CN2Cc2ccccc21)c1ccc(S(=O)(=O)N2CCOCC2)cc1
→ -63	/	2	-4	/	-4	-3
Cc1noc(C)c1S(=O)(=O)N(C)C[C@H]1OCCCC[C@H](C)Oc2ccc(NC(=O)C3CCCCC3)cc2C(=O)N([C@H](C)CO)C[C@@H]1C
→ -2	6	0	-4	40	-1	/
O=C(N/N=C/c1ccc(Cl)cc1Cl)C(=O)NC1CC1
→ -8	/	-7	-7	/	-6	4
COc1ccc(CN2CC[C@@H]3CN(C(C)=O)[C@H](c4ccccc4Br)C[C@@H]32)cc1
→ -5	2	-2	-1	15	-1	1
CN1c2ccc(C3=CCCCC3)cc2[C@H]2[C@H](CCN2S(=O)(=O)c2ccccc2F)[C@@H]1CO
→ 5	-2	3	-3	6	5	7
COc1ccccc1CC(=O)Nc1cc(C)ccn1
→ -23	37	6	3	13	-3	-6
COc1ccc(Nc2c(-c3ccc(OC)cc3)nc3cnccn23)cc1
→ -2	-1	-2	1	13	4	1
O=C(c1cccc(F)c1)N1CC[C@H]2[C@H](CO)Nc3ccc(C#Cc4ccccc4)cc3[C@H]21
→ -7	/	10	-3	/	1	14
Cc1cc(C)cc(NC(=O)c2ccc3c(c2)CCN3S(C)(=O)=O)c1
→ -11	12	-1	-3	-4	0	-4
C=CCN(CC=C)Cc1cc(=O)oc2ccc3ccccc3c12
→ -2	4	1	0	1	2	16
COc1cccc(NC(=O)N(C)C[C@@H]2OCc3ccccc3-c3ccccc3C(=O)N([C@@H](C)CO)C[C@@H]2C)c1
→ 3	5	-21	-8	/	0	4
COCCNC(=O)c1ccc(N2CC3CC(C2)c2cccc(=O)n2C3)c(NC(=O)c2c(F)cccc2F)c1 (configuration not stated)
→ -20	-7	-1	-2	4	0	6
C[C@@H]1CCCCO[C@@H](CN(C)S(=O)(=O)c2ccc(Cl)cc2)[C@@H](C)CN([C@@H](C)CO)C(=O)c2cc(NC(=O)Nc3ccc(F)cc3)ccc2O1
→ 12	3	7	0	/	-1	-7
C[C@@H]1CN([C@@H](C)CO)S(=O)(=O)c2ccc(C#CC(C)(C)O)cc2O[C@H]1CN(C)Cc1ccncc1
→ -12	3	0	-1	-51	3	1
C[C@@H]1CN([C@@H](C)CO)C(=O)Cc2cc(NC(=O)CCN3CCOCC3)ccc2O[C@H]1CN(C)C(=O)Nc1ccc(C(F)(F)F)cc1
→ -2	2	-4	-2	-13	0	2
CC1CC(C)(C)NC(=S)N1CCC(=O)N1CCc2ccccc21 (configuration not stated)
→ 0	/	-5	-21	/	12	-3
NS(=O)(=O)c1ccc(CCNC(=O)Cn2c(=O)c3cccn3c3cccnc32)cc1
→ 0	4	-3	-1	-15	-2	6
CCCCCN(C(=O)CCC(=O)OCC(=O)N(C)c1ccccc1)c1c(N)n(CCCC)c(=O)[nH]c1=O
→ 14	2	2	-2	2	1	-1
COc1ccccc1Cc1c(-c2ccc(Cl)cc2)nc2ccc(C)cn12
→ -17	/	-1	-6	/	3	1
CC(C)C#Cc1cnc2c(c1)C(=O)N([C@H](C)CO)C[C@@H](C)[C@@H](CN(C)C(=O)Cc1ccccn1)O2
→ 2	-1	-1	-5	-34	-1	-7
C[C@H]1CN([C@@H](C)CO)C(=O)Cc2cc(NC(=O)Nc3ccc(F)cc3)ccc2O[C@@H]1CN(C)Cc1ccncc1
→ /	-3	-1	0	-7	1	/
CCCC(=O)Nc1ccc2c(c1)C(=O)N(C)C[C@@H](OC)[C@H](C)CN(Cc1cc(-c3ccccc3)on1)[C@H](C)CO2
→ 13	6	/	-1	1	-1	10
COCCN(C(=O)CSc1n[nH]c(-c2ccc(OC)cc2)n1)c1c(N)n(Cc2ccccc2)c(=O)[nH]c1=O
→ -6	-2	11	-23	-9	0	6
CN(C)/C=C1/C(=O)Nc2ccccc21
→ /	0	/	/	0	/	3
COc1ccc(OC)c2c1CCC1(C2)NC(=O)NC1=O (configuration not stated)
→ 4	/	-3	2	/	2	6
CC1(OC(=O)CCc2ccccc2)C(=O)C=C2C=C(c3ccc(C#N)cc3)N(C3CCCC3)C=C2C1=O (configuration not stated)
→ -9	2	/	5	6	-1	3
CCCCN1C(=N)N([C@@H](C)CN2CCC[C@H]2CN2C(N)=NC[C@@H]2Cc2ccccc2)C[C@H]1[C@H](C)CC
→ -2	-1	/	1	-7	-17	-3
Cc1ccnc(NC(=O)c2cc(S(=O)(=O)NCc3ccccc3)ccc2C)c1
→ -16	29	0	-5	27	2	5
N#CCCn1cc(C=C(C#N)C#N)c(-c2ccc(Cl)cc2)n1
→ -6	/	-2	-2	/	0	3
C=CCOC(=O)c1cc(-c2ccc(/C=C3\C(=O)NC(=O)C(C#N)=C3C)o2)ccc1Cl
→ /	8	/	/	0	/	-6
Cc1csc(NC(=O)CCn2c(=O)oc3ccccc32)n1
→ /	-4	/	/	5	/	-11
S=C(Nc1cc(Cl)cc(Cl)c1)N1CCCC1
→ -13	/	-1	-4	/	-3	/
Cc1ccc(S(=O)(=O)N2CCC(NC(=O)C3CCCCC3)CC2)cc1
→ 6	-2	-2	-1	-3	-5	1
C[C@@H]1CN([C@H](C)CO)S(=O)(=O)c2ccc(C#Cc3ccccn3)cc2O[C@@H]1CN(C)C(=O)C1CC1
→ 5	1	0	5	15	2	-4
CCC(C)N(C(=O)COc1ccc(-c2nnco2)cc1)C1CCS(=O)(=O)C1 (configuration not stated)
→ 3	-8	0	-8	2	2	-5
Clc1ncc(Cn2cccn2)s1
→ 7	/	-6	4	/	1	-1
CCOc1ccc(/C=N/NC2=NCCCCC2)cc1
→ 12	/	1	5	/	-1	0

(list continues)
Each structure is followed by: LGR2 antag	esBAF inh	SIRT5 inh	S100A4 MyoIIA	C2C12 statin	Casp6 inh	FN deposit inh
O=C(NCC1CCCO1)c1ccccc1OCc1ccc(Cl)cc1 (configuration not stated)
→ 7	-2	-2	-2	-7	-1	1
CSc1ncccc1C(=O)OCC(=O)c1ccc2c(c1)NC(=O)CO2
→ -2	/	-6	3	/	-7	4
COc1cc(Nc2cc(C)n(-c3cc(OC)cc(OC)c3)c(=O)c2)cc(OC)c1
→ 0	/	/	-9	/	4	-18
O=C(NCc1ccc(F)cc1)c1cccs1
→ /	-5	5	-3	-2	-1	-7
c1ccc(Cn2ccnc2-c2ccco2)cc1
→ /	56*	/	/	38	/	4
CCOc1ccc(-n2c(C)c(C(=O)OC)c3cc(O)ccc32)cc1
→ 8	0	-7	-1	-18	5	4
COC(=O)C1=C(C)NC(=S)NC1c1ccc(Br)cc1 (configuration not stated)
→ -3	/	1	1	/	-1	8
O=C1CN(C(=O)COc2ccccc2)CCN1
→ -3	1	-1	1	/	-1	1
Cc1ccc(S(=O)(=O)NCC[C@@H]2CC[C@H](NC(=O)C3CCOCC3)[C@@H](CO)O2)cc1
→ -2	-2	2	3	13	-6	5
COc1cccc(C=O)c1OCCCOc1cccc2cccnc12
→ -35	?	/	-5	-13	0	-9
C[C@H]1CN([C@@H](C)CO)C(=O)c2cc(/C=C/c3ccccc3)cnc2O[C@H]1CN(C)C(=O)Nc1ccc(C(F)(F)F)cc1
→ 21	-1	-1	-19	-8	-2	-2
C=CCOC(=O)C(=O)/C=C/c1ccc2c(c1)Cc1ccccc1-2
→ -10	-3	0&3	-9&11	1	-4&1	5
Cc1c(N=C2SCC(=O)N2/N=C\c2ccc(Br)cc2)c(=O)n(-c2ccccc2)n1C
→ -18	-3	-3	2	3	1	5
CC(C)CCC(CC(C)O)C(=O)NNC(=S)Nc1ccccc1 (configuration not stated)
→ -8	-1	-4	1	-2	0	-18
COc1ccccc1NS(=O)(=O)c1cc(NC(=O)c2sccc2C)ccc1N1CCOCC1
→ 7	-6	-10	-5	7	1	-1
CCOc1ccc(CCNC(=O)c2ccc3nc(N4CCOCC4)sc3c2)cc1OCC
→ 1	-5	-4	5	-11	-1	2
O=C(CCc1ccccc1)c1c(O)cc(O)cc1O
→ -2	14	/	-3	-14	11	/
CCN(Cc1ccccc1)C(=S)Nc1cc(C(=O)OC)ccc1C(=O)OC
→ -27	/	0	-2	/	-2	-5

High-throughput results: PubChem BioAssay, Broad Institute
